# High-throughput results deposited in PubChem by The Scripps Research Institute Molecular Screening Center.
# S1P3 antagonist = blocks the human S1P3 receptor. AID 485. inhibition, % at 4.98 µM. Q99500. CHO S1P3 NFAT-BLA reporter, FRET fluorescence, antagonist mode. 0.27% of 170,000 active;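 active = inhibition above the plate cutoff, the mean inhibition of test wells on that plate plus 3 SD, cut at about 28% in these data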;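 also: cells challenged with S1P at its EC80 of 0.8 µM; blue over green emission ratio from cleaved BLA substrate after 4 h stimulation; 0% = S1P-stimulated wells and 100% = unstimulated DMSO-only wells; some compounds past the cut are filed as inactive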
# Target sequence (Q99500 whole entry, looked up): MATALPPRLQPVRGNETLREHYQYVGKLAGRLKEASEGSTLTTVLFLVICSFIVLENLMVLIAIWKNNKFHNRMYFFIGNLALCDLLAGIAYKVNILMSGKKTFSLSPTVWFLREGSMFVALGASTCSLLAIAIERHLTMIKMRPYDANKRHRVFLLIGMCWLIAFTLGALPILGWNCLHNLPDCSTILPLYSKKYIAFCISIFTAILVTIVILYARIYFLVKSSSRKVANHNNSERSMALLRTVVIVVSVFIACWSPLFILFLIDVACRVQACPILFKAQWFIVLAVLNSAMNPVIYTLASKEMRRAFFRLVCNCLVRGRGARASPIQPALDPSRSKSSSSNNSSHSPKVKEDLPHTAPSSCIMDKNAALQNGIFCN
# * marks the source's active call; other numbers are inactive results; & = joins results of further samples. A portion of the library, so the mix of outcomes need not match the whole.
# The opening three compounds, to show the layout:
CC(C)[C@H](NC(=O)[C@@H]1Cc2ccccc2CN1C(=O)OC(C)(C)C)C(=O)NCC1CCC(C(=O)O)CC1 (some centres not stated)
  S1P3 antagonist = -1

Cc1ccc(S(=O)(=O)Oc2cccc(/C=N/Nc3ccc(C(=O)O)cc3)c2)cc1
  S1P3 antagonist = 5

NNC(=S)NC1CCCCCCCCCCC1
  S1P3 antagonist = 10

# Main list (from the top)
CC(C)[C@H](NC(=O)[C@@H]1Cc2ccccc2CN1C(=O)OC(C)(C)C)C(=O)NCC1CCC(C(=O)O)CC1 (some centres not stated)
  S1P3 antagonist = -1

Cc1ccc(S(=O)(=O)Oc2cccc(/C=N/Nc3ccc(C(=O)O)cc3)c2)cc1
  S1P3 antagonist = 5

NNC(=S)NC1CCCCCCCCCCC1
  S1P3 antagonist = 10

CN(C)CCSc1nc(-c2ccccc2)nc2c1CCCC2
  S1P3 antagonist = -1

Cn1cc(/C=C/C(=O)c2ccccc2)c2ccccc21
  S1P3 antagonist = 18

CN1CCN(CC(=O)NN(Cc2ccccc2)c2ccccc2)CC1
  S1P3 antagonist = 4

CN1CCN(C(=O)c2cc3sc4ccccc4c3s2)CC1
  S1P3 antagonist = -9

COc1ccc(C(=O)c2c(N)sc3c2CCN(C(=O)OC(C)(C)C)C3)cc1
  S1P3 antagonist = -3

CC(O)CCC(=O)NNC1CC(=O)N(c2ccccc2)C1=O (configuration not stated)
  S1P3 antagonist = 7

Fc1ccc(-c2cc(-c3cccs3)cc(-c3ccccc3)n2)cc1
  S1P3 antagonist = 3

CCOC(=O)/C=C/c1nc(C(=O)OCC)c(C)c(=O)[nH]1
  S1P3 antagonist = -5

O=C(CCN1C(=O)c2ccc([N+](=O)[O-])cc2C1=O)Nc1ccccc1C(=O)O
  S1P3 antagonist = -17

C(=C\c1ccc2ccccc2n1)/c1ccccc1
  S1P3 antagonist = -1

S=c1nc(-c2ccccc2)[nH]c2ccc(Br)cc12
  S1P3 antagonist = -11

CC(C)Oc1ccc(CCC(=O)NNC(=S)NCc2ccccc2)cc1
  S1P3 antagonist = 11

Cc1cccc(NC(=S)N2CCCN(c3ncccc3[N+](=O)[O-])CC2)c1
  S1P3 antagonist = -1

COc1ccc(/C=N/NC(=O)c2ccc(Cl)c(S(N)(=O)=O)c2)cc1OCC(N)=O
  S1P3 antagonist = -1

CCOC(=O)c1c(NC(=O)Nc2ccc(F)cc2)sc2c1CCN(C)C2
  S1P3 antagonist = 6

c1ccc(Nc2nnc(-c3cccc4ccccc34)o2)cc1
  S1P3 antagonist = 16

O=C(NCCC(=O)N1CCOCCOCCOCCOCC1)OCc1ccccc1
  S1P3 antagonist = -3

Nc1nnc(CC(=O)N/N=C/c2ccc(-c3ccc(F)cc3)o2)s1
  S1P3 antagonist = -7

Fc1ccc(NC(=S)N2CCCC(c3ccccc3)=N2)cc1
  S1P3 antagonist = -1

O=C(NC(=S)N1CCCCC1CO)C12CC3CC(CC(C3)C1)C2 (configuration not stated)
  S1P3 antagonist = -10

CCN(CC)S(=O)(=O)c1ccc(OC)c(NC(=O)/C=C/c2ccco2)c1
  S1P3 antagonist = 14

Cc1ccc(C)c2c1c1ccccc1n2C
  S1P3 antagonist = -6

O=C1/C(=N\S(=O)(=O)c2cccs2)C([n+]2ccc(CCCc3ccccc3)cc2)=C([O-])c2ccccc21
  S1P3 antagonist = 5

CC(CC(=O)O)CC(=O)Nc1cc(C(F)(F)F)cc(C(F)(F)F)c1 (configuration not stated)
  S1P3 antagonist = 18

N#Cc1c2ccccc2nc2ccccc12
  S1P3 antagonist = -1

Fc1ccc(CN2C3=NCCN3c3ccccc32)cc1
  S1P3 antagonist = -4

O=C1CCCCCN1CP(=O)(O)CN1CCCCCC1=O
  S1P3 antagonist = -13

Cc1c(C(=O)N/N=C/c2ccccc2)[nH]c2c([N+](=O)[O-])cccc12
  S1P3 antagonist = 5

O=C(N/N=C/C=C/c1ccccc1)c1ccccn1
  S1P3 antagonist = 2

O=C(O)c1ccc(OCCOc2ccccc2)cc1
  S1P3 antagonist = -2

CCCSc1nc2c(cnn2-c2ccccc2)c(=O)n1N
  S1P3 antagonist = -5

NNC(=O)Cn1c2ccccc2c2ccccc21
  S1P3 antagonist = -6

O=C(Nc1cccc([N+](=O)[O-])c1)c1ccc2ccccc2c1O
  S1P3 antagonist = 7

OCCC1CN(Cc2nc3c(s2)CCCC3)CCN1Cc1ccccc1 (configuration not stated)
  S1P3 antagonist = -1

COc1ccc(/C=N/Nc2nc(-c3ccc(C)cc3)c(NC(C)=O)s2)cc1OC
  S1P3 antagonist = 0

C=C(C)CNC(=S)Nc1ccc(S(=O)(=O)Nc2cnc3ccccc3n2)cc1
  S1P3 antagonist = -3

O=C(/C=C/c1ccccc1)Oc1cccc2cccnc12
  S1P3 antagonist = -8

O=C(Nc1ccc(N2CCOCC2)cc1)C1CCCCN1S(=O)(=O)c1ccccc1 (configuration not stated)
  S1P3 antagonist = 12

Cc1ccccc1-c1ccc(=O)n(CC(=O)Nc2ccc(-n3cnnn3)cc2)n1
  S1P3 antagonist = -9

Cc1ccc(NC(=O)c2ccc(=O)[nH]c2)cc1S(=O)(=O)N1CCCCC1
  S1P3 antagonist = -5

CC(C)Oc1ccc(CCNC(=O)CC2C(=O)NCCN2C)cc1 (configuration not stated)
  S1P3 antagonist = -6

Cc1ccc(C)c(OCc2ccc(C(=O)NN)o2)c1
  S1P3 antagonist = 10

COc1ccc(/C=N/NC(=O)Cn2cnc3c2c(=O)n(C)c(=O)n3C)c(OC)c1OC
  S1P3 antagonist = 7

CCCCn1c(SCC(=O)N2CCc3ccccc32)nnc1-c1ccncc1
  S1P3 antagonist = -8

Cc1ccc(Cn2ncc3c(N4CCN(CCc5ccccc5)CC4)ncnc32)cc1
  S1P3 antagonist = 7

O=C(OCC(=O)N1CCOCC1)c1cccc(S(=O)(=O)N2CCCc3ccccc32)c1
  S1P3 antagonist = -6

CC(C)CCNc1nc(N)c([N+](=O)[O-])c(NCCO)n1
  S1P3 antagonist = 15

# Sorted by molecular weight (low to high): seven of the compounds above
N#Cc1c2ccccc2nc2ccccc12
  S1P3 antagonist = -1

CCCSc1nc2c(cnn2-c2ccccc2)c(=O)n1N
  S1P3 antagonist = -5

O=C1CCCCCN1CP(=O)(O)CN1CCCCCC1=O
  S1P3 antagonist = -13

CCCCn1c(SCC(=O)N2CCc3ccccc32)nnc1-c1ccncc1
  S1P3 antagonist = -8

C=C(C)CNC(=S)Nc1ccc(S(=O)(=O)Nc2cnc3ccccc3n2)cc1
  S1P3 antagonist = -3

COc1ccc(/C=N/NC(=O)Cn2cnc3c2c(=O)n(C)c(=O)n3C)c(OC)c1OC
  S1P3 antagonist = 7

O=C(OCC(=O)N1CCOCC1)c1cccc(S(=O)(=O)N2CCCc3ccccc32)c1
  S1P3 antagonist = -6

# The listing continues.
CN1CCC(CNC(=O)Nc2csc3ccccc23)CC1
  S1P3 antagonist = -1

Cc1nc(CSc2n[nH]c(=O)n2-c2cccc(F)c2)cs1
  S1P3 antagonist = -3

C/C=C/c1ccc(OCc2cc(=O)n3cc(C)ccc3n2)c(OC)c1
  S1P3 antagonist = -9

CC(=C/c1ccco1)/C=N/NC(=O)c1ccncc1
  S1P3 antagonist = 1

Cc1cc(/C=C2\C(=N)N3N=C(CC(=O)N4CCOCC4)SC3=NC2=O)c(C)n1Cc1ccccc1
  S1P3 antagonist = -9

COc1ccc(Br)cc1/C=N/N1CCN(Cc2ccccc2)CC1
  S1P3 antagonist = 1

COc1ccc(C2CC(=O)C3=C(C2)Nc2ccccc2N(C(=O)CCC(=O)O)C3c2ccc(F)cc2)cc1OC (configuration not stated)
  S1P3 antagonist = -2

O=C(c1cc(F)cc2c1OCOC2)N1CCN(c2ccc(F)cc2)CC1
  S1P3 antagonist = -6

CC(C)CNc1ncnc2c1cnn2Cc1ccc(Cl)cc1
  S1P3 antagonist = 0

Cc1cc(C)cc(Oc2nc3ccccn3c(=O)c2/C=C(\C#N)C(=O)NC2CCS(=O)(=O)C2)c1 (configuration not stated)
  S1P3 antagonist = -11

O=C(CSc1nc2ccccc2s1)N/N=C/c1ccccc1C(=O)O
  S1P3 antagonist = 8

NS(=O)(=O)c1ccc(N=Cc2c(O)n(-c3nccs3)c(=O)c3ccccc23)cc1
  S1P3 antagonist = -5

Cc1cc(C(=O)OCC(=O)NC(=O)c2cccn2C)c2ccccc2n1
  S1P3 antagonist = -18

CCOc1ccc(Cn2c(=O)sc3ccccc32)cc1
  S1P3 antagonist = -4

Oc1ccc(N=Nc2nccs2)c(O)c1
  S1P3 antagonist = 8

N#CCC(=O)N/N=C/c1cn(Cc2ccccc2C#N)c2ccccc12
  S1P3 antagonist = -5

O=C1NN(c2cccc(Br)c2)C(=O)/C1=C/c1cccs1
  S1P3 antagonist = 1

O=C1NC(C(F)(F)F)(C(F)(F)F)N=C2SC=CN12
  S1P3 antagonist = -23

COc1ccc(N(CC(=O)NCCC2=CCCCC2)S(=O)(=O)c2ccccc2)cc1
  S1P3 antagonist = -10

O=C(Cn1c[n+](CC(=O)c2ccc([N+](=O)[O-])cc2)cn1)c1ccc([N+](=O)[O-])cc1
  S1P3 antagonist = -8&9

O=C(NNC(=O)c1nn(-c2ccc(F)cc2)ccc1=O)c1ccc(C(F)(F)F)cc1
  S1P3 antagonist = 0

COC(=O)c1c(-c2c(Cl)cccc2Cl)noc1NC(=O)NN1CCCCC1
  S1P3 antagonist = -3

CCOC(=O)C(=CNc1nc2ccc(C(=O)OCC)cc2s1)C(=O)OCC
  S1P3 antagonist = -16

CCOC(=O)c1c(CSCc2ccccc2)oc2ccc(O)c(CN(C)C)c12
  S1P3 antagonist = 3

O=c1cc(COc2ccccc2[N+](=O)[O-])nc2sccn12
  S1P3 antagonist = -9

# Retrieved one by one from the entries so far, two records:
COc1ccc(C(=O)c2c(N)sc3c2CCN(C(=O)OC(C)(C)C)C3)cc1
  S1P3 antagonist = -3

C/C=C/c1ccc(OCc2cc(=O)n3cc(C)ccc3n2)c(OC)c1
  S1P3 antagonist = -9

# Later entries.
CCCCOC(=O)CCCN1C(=O)/C(=C2\SC(=S)N(CCCC(=O)OCCCC)C2=O)SC1=S
  S1P3 antagonist = 3

COc1ccc(Oc2cccc(Cl)c2CNC(=O)CCC(=O)O)cc1
  S1P3 antagonist = 6

O=C(c1ccc(F)cc1)C1CCN(Cc2cn[nH]c2-c2ccc(F)cc2)CC1
  S1P3 antagonist = 5

CCOC(=O)c1c(NC(=O)Cn2nc(C(=O)O)c3ccccc3c2=O)sc2c1CCC(C)C2 (configuration not stated)
  S1P3 antagonist = -9

N#C/C(=C/c1cn[nH]c1-c1cccc(Br)c1)C(=O)O
  S1P3 antagonist = 2

CCOc1ccccc1NC(=O)Nc1cc(S(=O)(=O)N(C)C)ccc1C
  S1P3 antagonist = -4

Cc1cc(N)n(-c2ccc(S(=O)(=O)N3CCCC3)cc2[N+](=O)[O-])n1
  S1P3 antagonist = -9

CCC1=NN(C(=O)Cc2ccc([N+](=O)[O-])cc2)C(O)(C(F)(F)F)C1 (configuration not stated)
  S1P3 antagonist = 3

CC(=O)c1ccc(OCC(=O)NCC2(N3CCCCC3)CCCCC2)cc1
  S1P3 antagonist = 3

Cc1c(-c2ccc(O)cc2)nc2nc(-c3ccccc3)c(-c3ccccc3)nn12
  S1P3 antagonist = 2

CCC(=O)N/C(=N/c1nc(C)cc(C)n1)Nc1ccccc1
  S1P3 antagonist = -1

CCC(CO)NC(=O)c1ccccc1C(F)(F)F (configuration not stated)
  S1P3 antagonist = -6

COc1ccc(CN(C(=O)c2cc3ccccc3oc2=O)C2CCS(=O)(=O)C2)cc1 (configuration not stated)
  S1P3 antagonist = 2

C/C(=N/NC(=O)c1ccc2c(c1)OCCO2)c1ccc([N+](=O)[O-])cc1
  S1P3 antagonist = -11

CCc1cc(C(=O)O)c(NC(=O)/C=C/c2ccc(OC)cc2)s1
  S1P3 antagonist = 3

CC(=O)Nc1ccc(/C=N/NC(=O)c2cc(-c3ccco3)nc3ccccc23)cc1
  S1P3 antagonist = -6

COc1cc2c(cc1OC)CN(C(=O)/C=C/c1cccs1)CC2
  S1P3 antagonist = 13

c1ccc2c(c1)CCCN2c1nc(N2CCOCC2)nc(N2CCOCC2)n1
  S1P3 antagonist = -2

Cc1ccc2c(c1)C(=O)CC(O)(C(F)F)O2 (configuration not stated)
  S1P3 antagonist = -12

N#CCCN(Cc1ccccc1)C(=O)Nc1ccccc1
  S1P3 antagonist = -2

CC1=NN(c2ccccc2)C(=O)C1N=Nc1ccc(S(N)(=O)=O)cc1 (configuration not stated)
  S1P3 antagonist = 3

O=C(O)/C=C/c1ccccc1[N+](=O)[O-]
  S1P3 antagonist = -1

COc1ccc(C(=O)c2cnc[nH]2)cc1
  S1P3 antagonist = -8

C(=N\NCc1ccccc1)/c1ccc2nccnc2c1
  S1P3 antagonist = -12

O=C(O)c1ccc(/C=N/O)cc1
  S1P3 antagonist = -1

COc1ccc(C(=O)NC(=S)Nc2ccc(N3CCN(C(C)=O)CC3)cc2)cc1[N+](=O)[O-]
  S1P3 antagonist = 8

Cn1c(SCc2ccc(Cl)cc2)nnc1-c1ccc2nonc2c1
  S1P3 antagonist = 22

O=C(NCCc1ccccn1)c1cccnc1Oc1ccc(Cl)cc1
  S1P3 antagonist = -1

O=c1cc(O)c(-c2ccc(Cl)cc2)c(Cl)[nH]1
  S1P3 antagonist = 3

N#C/C(=C\c1ccc(O)cc1)c1nc2ccccc2o1
  S1P3 antagonist = 12

N#C/C(=C\c1cccc(O)c1)C(=O)Nc1ccc2c(c1)OCCO2
  S1P3 antagonist = 0

Nc1nc(O)c(CC(=O)O)s1
  S1P3 antagonist = 0

CC(=O)Nc1cccc(Oc2ncccc2[N+](=O)[O-])c1
  S1P3 antagonist = 3
